From PubChem
PREPL inh = human PREPL enzyme inhibition | recombinant PREPL, fluorescence polarization activity-based probe | hit rate 0.68% among 320,000 | Q4J6C6 | inhibition, % at 5.96 µM | AID 2751; in the data active = inhibition above about 43%;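 also: 0% = enzyme with DMSO and 100% = wells lacking enzyme; many of its hits are not listed in these tables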
Target sequence (Q4J6C6 whole entry, looked up): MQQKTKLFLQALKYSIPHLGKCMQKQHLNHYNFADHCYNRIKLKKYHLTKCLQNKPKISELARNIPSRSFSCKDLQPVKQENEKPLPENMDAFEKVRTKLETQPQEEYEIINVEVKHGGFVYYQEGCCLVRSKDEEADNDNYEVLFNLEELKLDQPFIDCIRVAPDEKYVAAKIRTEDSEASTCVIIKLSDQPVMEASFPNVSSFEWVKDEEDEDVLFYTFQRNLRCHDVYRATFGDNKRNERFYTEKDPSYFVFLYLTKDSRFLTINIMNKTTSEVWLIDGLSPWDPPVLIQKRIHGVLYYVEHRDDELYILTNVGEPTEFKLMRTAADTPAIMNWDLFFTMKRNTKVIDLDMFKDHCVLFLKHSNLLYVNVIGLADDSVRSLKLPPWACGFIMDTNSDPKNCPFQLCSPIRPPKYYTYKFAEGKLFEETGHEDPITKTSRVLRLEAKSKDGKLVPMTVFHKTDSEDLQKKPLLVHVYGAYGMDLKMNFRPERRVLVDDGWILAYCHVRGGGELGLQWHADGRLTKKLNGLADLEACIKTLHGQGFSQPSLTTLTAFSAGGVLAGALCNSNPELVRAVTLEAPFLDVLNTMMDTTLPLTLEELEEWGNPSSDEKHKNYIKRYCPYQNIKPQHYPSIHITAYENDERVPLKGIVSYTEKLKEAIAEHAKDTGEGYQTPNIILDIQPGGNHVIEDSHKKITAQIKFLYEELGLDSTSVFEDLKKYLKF
Efflux pump inh = blocks antifungal efflux pumps in multiplex yeast assay; S. cerevisiae Candida pump triplex, Nile Red efflux; inhibition, % at 10 µM; hit rate 0.44% among 330,000; AID 485275;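 active = plate passing quality check with inhibition over a set limit, or well fluorescence over plate mean plus 4 SD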;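 also: Nile Red retained in pooled yeast measured as flow cytometry median fluorescence; 0% = buffer negative control and 100% = Enniatin B positive control; higher means more Nile Red kept so more efflux inhibition; some compounds called inactive have numbers as strong as hits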
* hit, by the source's call.

PREPL inh	Efflux pump inh	canonical_smiles
40	-0.1	C[C@H]1CN([C@@H](C)CO)C(=O)c2cccc(NC(=O)C3CC3)c2O[C@H]1CN(C)CC1CCCCC1
-4	0.0	CCc1ccccc1OCC(=O)NCC1COc2ccccc2O1 (configuration not stated)
-24	0.5	CC1CCCC(NC(=O)COC(=O)c2n[nH]c3ccccc23)C1C (configuration not stated)
45*	0.0	C[C@@H]1CN([C@@H](C)CO)C(=O)Cc2cc(NC(=O)Nc3cccc4ccccc34)ccc2O[C@@H]1CN(C)S(C)(=O)=O
27	0.2	CCOc1ccc(N(C)S(=O)(=O)c2ccc(C)c(C(=O)N3CCN(Cc4ccc5c(c4)OCO5)CC3)c2)cc1
8	-0.2	C[C@H](CO)N1C[C@H](C)[C@@H](CN(C)Cc2ccc(C(=O)O)cc2)Oc2c(NS(=O)(=O)c3cn(C)cn3)cccc2C1=O
15	-0.1	O=C(C[C@@H]1C/C=C\CCC(=O)OC[C@H](Cc2ccccc2)NC1=O)N[C@@H](CO)Cc1ccccc1
9	0.0	COC(=O)[C@]1(CC(C)C)N[C@H](c2ccc(-c3ccccc3)cc2)[C@@H]2C(=O)N(C)C(=O)[C@@H]21
3	0.0	COc1ccc(/C=C/C(=O)OCC(=O)c2ccccc2F)cc1
3	-0.1	O=C(CSc1nc2ccccc2c(=O)[nH]1)Nc1ccc([N+](=O)[O-])cc1
1	0.0	Nc1nnc(SCC(=O)NNC(=O)c2ccccc2F)s1
3	0.0	O=C(COC(=O)c1ccc(Cl)nc1)NCc1ccc(F)cc1
8	-0.1	O=C(COc1cc(F)ccc1[N+](=O)[O-])NCCN1C(=O)CSC1=O
13	-0.1	CCN1C(=O)[C@H]2[C@@H](c3ccc(-c4ccc(C(C)=O)cc4)c(OC)c3)N3CCCC[C@@]3(C(=O)OC)[C@H]2C1=O
4	0.3	O=C(COC(=O)[C@@H]1CCCN1C(=O)c1cccs1)Nc1cccc(Cl)c1
11	0.7	O=C(/C=C/c1ccccc1Cl)OCC(=O)N1CCCC1
9	-0.3	COc1ccc(CCNS(=O)(=O)c2ccc3c(c2)CCCC3)cc1OC
15	0.0	O=C(c1cc2c(s1)CCCC2)N1CCN(CCO)CC1
30	-0.2	COc1ccc(-c2sc3ccc(N4CCOCC4)cc3c2C#CCO)cc1
15	0.2	Cc1ccc2nc(C)cc(C(=O)NC3CCCCCC3)c2c1
17	-0.1	O=C(Cn1cnc2c(OCc3ccccc3)ncnc21)NCCc1c[nH]c2ccccc12
9	0.1	CCOC(=O)N1CCN(C(=O)CSc2nc3nc(C)cc(C)n3n2)CC1
10	-0.1	O=C(COc1ccc(-c2nnco2)cc1)NC1CCS(=O)(=O)C1 (configuration not stated)
0	-0.1	COc1ccccc1OCCC(=O)OCC(=O)Nc1ccc2c(c1)OCCO2
29	-0.4	CCC(CO)Oc1cc(NC(=O)c2ccc(N)cc2)c2ncn(C(C)C)c2c1 (configuration not stated)

Further structures follow.
PREPL inh	Efflux pump inh	canonical_smiles
6	0.4	O=C(CSc1nnc(C2CC2)n1-c1ccccc1)NC1CCS(=O)(=O)C1 (configuration not stated)
6	0.3	C[C@H](CO)N1C[C@H](C)[C@@H](CN(C)S(=O)(=O)c2ccc(F)cc2)Oc2c(NS(=O)(=O)c3ccc(F)cc3)cccc2C1=O
8	0.2	C(#Cc1c(-c2ccsc2)sc2ccccc12)c1ccsc1
-11	-0.1	Clc1cccc(-c2ccc3ncnc(NCc4cccnc4)c3c2)c1
28	-0.1	O=C(C[C@@H]1C/C=C\C[C@@H](Cc2ccc(F)cc2)C(=O)OC[C@@H]2CCCN2C1=O)NCCO
22	-0.1	Cc1ccc(C(=O)Nc2sc3c(c2C(=O)O)CCC(C)C3)o1 (configuration not stated)
-3	0.3	CC(OC(=O)C1CC1)C(=O)Nc1cc(Cl)cc(Cl)c1 (configuration not stated)
6	-0.5	CN(C)c1cccc(-c2csc(N3CCC(C(N)=O)CC3)n2)c1
17	-0.1	CC(C)COc1ccc(C(=O)OCC(=O)NCc2cccs2)cc1
20	0.6	C[C@H](CO)N1C[C@H](C)[C@@H](CN(C)S(=O)(=O)c2ccc(F)cc2)Oc2ccc(NC(=O)Cc3cn(C)c4ccccc34)cc2C1=O
12	0.3	CSc1ccc(Cl)c(C(=O)Nc2cc(S(=O)(=O)N3CCOCC3)ccc2N2CCOCC2)c1
18	-0.1	Cc1ccc(SCC(=O)NNC(=O)CCS(=O)(=O)c2ccccc2)cc1
-2	0.0	Cc1ccc(NC(=O)c2nc[nH]c2C(=O)NCCCCCCNC(=O)c2[nH]cnc2C(=O)Nc2ccc(C)cc2)cc1
1	-0.2	C[C@@]12C(=O)N(Cc3ccco3)CC(=O)N1[C@H]1c3ccccc3OC[C@@H]1[C@@H]2c1ccccc1
-2	0.0	C[C@]12CC[C@H](OC(=O)CCC(=O)O)CC1=CCC1C2CC[C@@]2(C)C1CC[C@@H]2N (some centres not stated)
2	0.0	O=C(COC(=O)Cc1ccccc1F)NC(=O)NC1CCCC1
4	0.0	C[C@H](CO)N1C[C@H](C)[C@@H](CN(C)C)Oc2c(NS(=O)(=O)c3cccs3)cccc2C1=O
20	-0.4	C=C1C(=O)O[C@@]23[C@H]1CC[C@@H](C)[C@@H]2CC[C@@]1(C)O[C@@H]31
3	0.0	CC(=O)Nc1ccc(S(=O)(=O)Nc2nc(C)nc3sc(C)c(C)c23)cc1
15	1.3	O=C(NCc1ccco1)c1cccc2c1C(=O)c1ccc(N3CCC(Cc4ccccc4)CC3)cc1S2(=O)=O
9	0.4	O=C(CSc1nc2ccccc2c(=O)n1Cc1ccc(F)cc1)NCC1CCCO1 (configuration not stated)
3	-0.1	NS(=O)(=O)c1ccc(NC(=O)CSc2nnc3n2CCCCC3)cc1
13	0.1	CCCn1c(N)c(C(=O)CSc2nnc(-c3cccs3)n2C2CC2)c(=O)[nH]c1=O
10	0.0	COc1ccc(S(=O)(=O)N(C)C[C@@H]2Oc3c(NS(C)(=O)=O)cccc3C(=O)N([C@@H](C)CO)C[C@H]2C)cc1
28	-0.3	O=C1CCCC/C=C\C[C@H](CC(=O)N(CCO)Cc2ccccc2)C(=O)N[C@@H](Cc2ccccc2)CO1

New compounds follow
PREPL inh	Efflux pump inh	canonical_smiles
1	-0.2	C=CCn1cnnc1SCC(=O)N(C1CCCCC1)C1CCS(=O)(=O)C1 (configuration not stated)
-3	0.1	O=C(CCNC(=O)c1ccccc1)NNC(=O)c1ccc(F)cc1
4	-0.1	CC(C(=O)OCC(=O)Nc1ccc(S(N)(=O)=O)cc1)N1C(=O)c2ccccc2C1=O (configuration not stated)
26	0.0	Cc1cc(C)cc(OCC(=O)OCC(=O)NC2CC2)c1
-14	0.1	COC(=O)c1sc(S(=O)(=O)N2CCN(c3ccccc3F)CC2)c(C(=O)OC)c1C
13	0.1	COc1ccc2sc(-c3ccc(SC)cc3)c(/C=C/c3ccc(OC)c(OC)c3)c2c1
20	-0.1	O=S(=O)(c1ccccc1)N1CN(c2ccc(F)cc2F)c2nc3ccccc3nc21
32	0.1	CCN(C[C@H]1N[C@@](CC)(C(=O)OC)[C@H]2C(=O)N(Cc3ccccc3)C(=O)[C@@H]12)C(=O)Nc1ccc(C)cc1
3	0.0	COc1cc(OC)cc(C(=O)NNC(=O)CCC(=O)c2cc(C)sc2C)c1
10	-0.2	COc1ccc(NC(=O)N(C)C[C@H]2Oc3c(NS(=O)(=O)c4cn(C)cn4)cccc3C(=O)N([C@H](C)CO)C[C@@H]2C)cc1
-13	-0.5	COc1ccc(C2=Nn3c(nnc3-c3ccccc3C(F)(F)F)SC2)cc1OC1CCOC1 (configuration not stated)
19	0.8	CCN(C[C@H]1N[C@@](CC)(C(=O)OC)[C@H]2C(=O)N(Cc3ccccc3)C(=O)[C@@H]12)S(=O)(=O)c1ccc(C(F)(F)F)cc1
-3	0.0	COc1ccc([C@@H]2CC(=O)c3c(O)cc(O[C@@H]4OC(CO[C@@H]5OC(C)[C@H](O)[C@@H](O)[C@H]5O)[C@@H](O)[C@H](O)[C@H]4O)cc3O2)cc1O (some centres not stated)
-1	0.5	C=C[C@@H]1c2cc(C)ccc2N(S(=O)(=O)c2ccc(C)cc2)[C@H](c2ccccc2)C1(C#N)S(=O)(=O)c1ccccc1 (some centres not stated)
0	0.0	COc1ccc(C(C)=O)cc1COC(=O)C1CCN(C(=O)c2ccc(Cl)cc2)CC1
5	-0.1	CSCCC1NC(=O)N(CC(=O)Nc2ccc3c(c2)OCCO3)C1=O (configuration not stated)
-5	0.0	COc1ccc(S(=O)(=O)Nc2cc(Sc3ncn[nH]3)c(O)cc2C)cc1
12	-0.1	CN(Cc1ccccc1)C(=O)COC(=O)c1cc(=O)c2ccccc2o1
10	0.1	CCCc1cc(=O)[nH]c(SCC(=O)Nc2ccc3ccccc3c2)n1
17	-0.1	O=S(=O)(/N=C(/Nc1cccnc1)c1ccccc1)c1ccc(F)cc1F
19	-0.5	COC(=O)C1=C(C)N(Cc2ccccc2)C(=NCc2ccco2)N[C@H]1c1cccc(F)c1
6	0.1	CCN(c1ccccc1)S(=O)(=O)c1ccc(C(=O)N2CCOCC2)cc1
-6	0.5	Cc1cccc(C(=O)OCC(=O)NCc2ccc3c(c2)OCO3)c1C
19	0.3	C=CCNc1oc(-c2cccc(F)c2)nc1C#N
13	0.1	CN(C(=O)CNc1ccccc1Cl)C1CCS(=O)(=O)C1 (configuration not stated)

Five of the compounds above, with two lines to a compound.
Fields – PREPL inh, Efflux pump inh
O=S(=O)(c1ccccc1)N1CN(c2ccc(F)cc2F)c2nc3ccccc3nc21
  20, -0.1
O=C(CCNC(=O)c1ccccc1)NNC(=O)c1ccc(F)cc1
  -3, 0.1
CCCc1cc(=O)[nH]c(SCC(=O)Nc2ccc3ccccc3c2)n1
  10, 0.1
COc1ccc(S(=O)(=O)Nc2cc(Sc3ncn[nH]3)c(O)cc2C)cc1
  -5, 0.0
COc1ccc([C@@H]2CC(=O)c3c(O)cc(O[C@@H]4OC(CO[C@@H]5OC(C)[C@H](O)[C@@H](O)[C@H]5O)[C@@H](O)[C@H](O)[C@H]4O)cc3O2)cc1O (some centres not stated)
  -3, 0.0

Next part.
PREPL inh	Efflux pump inh	canonical_smiles
7	0.1	CCOc1ccccc1C(=O)N[C@H](C(=O)NNC(=O)c1cccs1)C(C)C
15	0.5	CCC/C(C#CCCN1C(=O)c2ccccc2C1=O)=C1/c2ccccc2C(=O)N1c1ccccc1
8	-0.1	CCC1CCCCN1C(=O)CSc1nnc(N)s1 (configuration not stated)
0	-0.2	Cn1c(N)c(C(=O)COC(=O)c2cccc(S(=O)(=O)NCc3ccccc3)c2)c(=O)n(C)c1=O
4	-0.1	Fc1ccccc1-c1nc(-c2ccc(-c3nn[nH]n3)cc2)no1
21	0.2	Cc1cccc(C(=O)N[C@H](C(=O)Nc2ccc(C)c(S(=O)(=O)N3CCOCC3)c2)C(C)C)c1
18	-0.4	COc1ccc(C(=O)NCC(=O)OCC(=O)NCc2ccco2)cc1
6	0.5	COc1cccc(-c2sc3ccccc3c2-c2ccc(OCCN3CCCC3)cc2)c1
22	0.9	C[C@H](CO)N1C[C@H](C)[C@@H](CN(C)C(=O)NC2CCCCC2)Oc2c(NC(=O)Nc3ccccc3)cccc2C1=O
53*	0.4	CC(C)[C@H](CN1CCC[C@H]1CN1C(N)=NC[C@@H]1Cc1ccccc1)N1C[C@@H](Cc2ccccc2)N(CCc2ccc(Cl)c(Cl)c2)C1=N
25	0.1	O=C(C[C@H]1C/C=C/CC[C@@H](Cc2ccc(F)cc2)C(=O)O[C@@H](c2ccccc2)CNC1=O)NCCO
6	-0.1	C#CCOCCOCCOCCNc1nc(N2CCOCC2)nc(N2CCN(C(=O)[C@H](CC(N)=O)n3cc(C(N)[C@@H](C)CC)nn3)CC2)n1 (some centres not stated)
24	0.0	O=C(COC(=O)COc1ccc(Br)cc1)NC1CCCC1
7	-0.1	COCC(C)n1c(SCC(=O)Nc2c(C)n(C)n(-c3ccccc3)c2=O)nc2ccccc2c1=O (configuration not stated)
2	0.3	Cc1ccc(S(=O)(=O)N2[C@@H](c3ccc(C(C)(C)C)cc3)C(C(=O)O)=CC[C@H]2c2cccs2)cc1
11	-0.1	Cc1ccc([C@@H]2CC=C(C(=O)O)[C@H](c3ccc(F)cc3)N2S(=O)(=O)c2ccccc2C)cc1
10	0.0	CN(Cc1cccs1)C(=O)COc1cccc2c1OC(C)(C)C2
-5	-0.1	CCN(C[C@H]1N[C@@](CC)(C(=O)OC)[C@H]2C(=O)N(C)C(=O)[C@@H]12)C(=O)Nc1ccc(OC)cc1
14	-0.3	Cc1ccc(NC(=O)COC(=O)CCc2ccccc2)cc1S(=O)(=O)N1CCOCC1
27	-0.1	CCCc1cc(=O)[nH]c(SCC(=O)N2c3ccccc3NC(=O)C2(C)C)n1
1	0.1	CCOC(=O)c1c(C)[nH]c(C(=O)COC(=O)c2ccco2)c1C
20	0.0	C[C@H](CO)N1C[C@H](C)[C@@H](CN(C)S(=O)(=O)c2ccccc2)Oc2c(NC(=O)Nc3ccc4c(c3)OCO4)cccc2C1=O
19	-0.4	COC(=O)[C@]1(Cc2ccccc2)N[C@H](CN(C)S(=O)(=O)c2ccc(F)cc2)[C@@H]2C(=O)N(C)C(=O)[C@@H]21

Quoted from the listing:
COc1ccc(C(=O)NCC(=O)OCC(=O)NCc2ccco2)cc1 | PREPL inh: 18
O=C(C[C@H]1C/C=C/CC[C@@H](Cc2ccc(F)cc2)C(=O)O[C@@H](c2ccccc2)CNC1=O)NCCO | PREPL inh: 25
CC(=O)Nc1ccc(S(=O)(=O)Nc2nc(C)nc3sc(C)c(C)c23)cc1 | Efflux pump inh: 0.0

Not all compounds are listed (hit frequency here may not be typical).
